# Lipid storage S3 = qHTS Assay for Lipid Storage Modulators in Drosophila S3 Cells; Drosophila S3 cells, BODIPY lipid droplet fluorescence, 18-24 h; cells fed with added oleic acid; Potency in µM for hits, for the others lipid storage change, negative = inhibition, % at the top dose, mostly 46.1 µM; 320,000 tested, 0.64% active; AID 2685; active means well fitted inhibition curve with a large enough effect in the signal ratio, with a control signal flat, not every such curve was filed as active; inconclusive means small, poorly fitted or top-dose-only effect, or effect the other way, or a change in a side signal; the % refers to the signal ratio
#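 Drosophila S3 cells loaded with oleic acid (400 uM, as added) and compounds at several concentrations; lipid droplets imaged by 488-nm laser-scanning cytometry, 500–530 nm intensity and object ratio to cell channel. Percent activity normalized to 20 uM Triacsin C.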
# Lipid storage S3 cell count max = second read-out of Lipid storage S3, no call of its own (marks repeat the call); cell number change, %; measured here: cell count max response;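 cells counted by Cell Tracker Red CMTPX staining in the red channel; peak over a dose series mostly up to 46.1 µM; percent activity relative to internal control wells on each plate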
# Starred values were filed as active, the others as inactive; i = inactive; ? = inconclusive; . = no result given. On the % scale 0 is the no-effect control and ±100 the full control effect; potency means the concentration at half of the fitted maximal effect.
# The opening 5 entries, ahead of the listing:
# Each structure is followed by: Lipid storage S3 | Lipid storage S3 cell count max
O=C1NC(c2cc3c(cc2Cl)OCO3)Oc2ccccc21 (stereo not given)
    8% | 8
O=C(CCCC(=O)Nc1ccccc1Br)N/N=C/c1c(F)cccc1Cl
    ? | .
CCCc1nc2ccccc2n1CCOc1ccccc1
    ? | .
Cn1c2c(c(=O)n(C)c1=O)CN(Cc1ccc(F)cc1)CN2
    3% | 7
Cc1cccc(NC(=O)CN2C(=O)N/C(=C\c3ccc(-c4cccc(C(=O)O)c4)o3)C2=O)c1
    0% | -1

# This part in full, from the first entry:
# Each structure is followed by: Lipid storage S3 | Lipid storage S3 cell count max
O=C1NC(c2cc3c(cc2Cl)OCO3)Oc2ccccc21 (stereo not given)
    8% | 8
O=C(CCCC(=O)Nc1ccccc1Br)N/N=C/c1c(F)cccc1Cl
    ? | .
CCCc1nc2ccccc2n1CCOc1ccccc1
    ? | .
Cn1c2c(c(=O)n(C)c1=O)CN(Cc1ccc(F)cc1)CN2
    3% | 7
Cc1cccc(NC(=O)CN2C(=O)N/C(=C\c3ccc(-c4cccc(C(=O)O)c4)o3)C2=O)c1
    0% | -1
COc1ccc(CNC(=O)c2noc3c2CCCC3)cc1
    4% | -8
COc1ccc2oc(C(=O)OCC(=O)NCCN3C(=O)CSC3=O)c(C)c2c1
    -13% | 3
O=C(Cn1nnc2ccccc2c1=O)N[C@H](C(=O)O)c1ccccc1
    -15% | -6
Cc1cc(=O)oc2cc(OCC(=O)Nc3nccs3)ccc12
    ? | .
COC(=O)C1CC(O)CN1C(=O)Nc1cccc(C(F)(F)F)c1 (stereo not given)
    ? | .

# Each structure is followed by: Lipid storage S3 | Lipid storage S3 cell count max
CCOC(=O)c1c(NC(=O)CSc2nc3ccccc3o2)sc(C(C)=O)c1C
    ? | .
Cc1cccc(NC(=O)c2nc[nH]c2C(=O)NCCCCCNC(=O)OC(C)(C)C)c1
    ? | .
Cc1ccc(S(=O)(=O)N2CCN(C(=O)c3c(-c4ccccc4)noc3C)CC2)cc1
    ? | .
COc1ccccc1NC(=O)CSc1nnnn1C
    22% | 14
Cc1ccsc1CN(C)C(=O)c1ccc(Oc2ccccc2)cc1
    -6% | 11
Cc1ccc(NC(=O)Cc2cc(C(=O)O)c3ccccc3n2)c(C)c1
    ? | .
COc1ccc(NC(=O)/C=C/C(=O)O)cc1Cl
    0% | -18
CC1=N/C(=C\c2ccc([N+](=O)[O-])cc2)C(=O)N1c1ccc(Br)c(C)c1
    -10% | 7
CC(c1ccccn1)N(Cc1ccco1)C(=S)Nc1cccc(F)c1 (stereo not given)
    16% | .
Cc1c(/C=N/NC(=O)C(C)(C)Oc2ccc(Cl)cc2)cnn1C
    ? | .

# Each structure is followed by: Lipid storage S3 | Lipid storage S3 cell count max
COc1cc2c(cc1OC)CN(C(=O)c1ccc(S(=O)(=O)N3CCCCC3)cc1)CC2
    ? | .
O=C(Cc1ccc2cccnc2c1)c1ccc(O)cc1O
    ? | .
CN1CCC(=NNC(=O)c2cc(-c3ccc(Cl)cc3)n[nH]2)CC1
    4% | 2
CCCCn1cnc2c(cnn2-c2ccc(Cl)cc2)c1=O
    5% | -3
Nc1c(N(Cc2ccco2)C(=O)COc2ccccc2F)c(=O)[nH]c(=O)n1Cc1ccccc1
    ? | .
Cc1ccc(-n2[nH]c(C)c(C=Nc3ccc(Br)cn3)c2=O)cc1
    9% | 1
CCC(C)NC(=O)C1CCC(=O)N(c2ccc3c(c2)OCO3)C1c1ccc(OC)cc1 (stereo not given)
    -6% | .
CCCCCCC(=O)Nc1nnc(CC)s1
    5% | 11
CC1CCCCN1S(=O)(=O)Cc1ccccc1Cl (stereo not given)
    -5% | 19
N#Cc1ccc(OCC(O)CS(=O)(=O)c2ccc(F)cc2)cc1 (stereo not given)
    ? | .

# Each structure is followed by: Lipid storage S3 | Lipid storage S3 cell count max
CCOc1ccc(NC(=O)C23CC4CC(C2)CC(c2ccccc2)(C4)C3)cc1
    16% | -2
COc1ccc(S(=O)(=O)N2CCC[C@H]2C(=O)NC2=NCCS2)cc1
    25% | -5
CCC(NS(=O)(=O)c1ccc(C)cc1)C(=O)O (stereo not given)
    -7% | 2
O=C(Nc1cc(Sc2ccccn2)cc([N+](=O)[O-])c1)c1ccc([N+](=O)[O-])cc1
    8% | 1
Cc1sc(N)nc1-c1ccccc1
    -5% | -2
CN(CCNC(=O)c1cn(C)c2ccc(S(=O)(=O)N(C)C)cc2c1=O)CCc1ccccc1
    ? | .
COc1ccccc1C(=O)n1nc(C)cc1C
    ? | .
CCOc1cc(N2CCOCC2)c(OCC)cc1NC(=O)CN1C(=O)NC2(CCCCC2)C1=O
    ? | .
O=C(N/C(=C\c1cn(-c2ccccc2)nc1-c1ccccc1)C(=O)N1CCOCC1)c1ccccc1
    6% | -15
O=C(/C=C/c1ccc2c(c1)OCO2)c1ccc(F)cc1
    -1% | -7

# Each structure is followed by: Lipid storage S3 | Lipid storage S3 cell count max
Oc1oc(-c2cccc3ccccc23)nc1/C=N/c1nccs1
    ? | .
C=CCNC(=O)c1ccc(Cn2cc(C(F)(F)F)ccc2=O)cc1
    ? | .
Cc1ccc(F)cc1NC(=O)c1sc2ncn(CC(=O)N3CCN(c4ccccn4)CC3)c(=O)c2c1C
    i | -15
CCOC(=O)C1CCN(C(=O)Cn2nc(C)n3nc(-c4ccc(CC)cc4)cc3c2=O)CC1
    14% | -1
NC(=O)c1ccc(=O)n(Cc2ccc(F)c(F)c2)c1
    1% | 4
O=C(COc1ccc(Cl)cc1)NCc1ccncc1
    ? | .
Cc1cc2cc(CCNC(=O)C(=O)c3c[nH]c4ccccc34)c(=O)[nH]c2cc1C
    -2% | 1
COc1cccc(=O)c2c(C)oc(C)c12
    ? | .
O=C(Oc1c(CN2CCOCC2)cc(Cl)c2cccnc12)c1ccccc1
    -5% | 12
Cc1ccc2nc3sc(C(=O)Nc4ccc(N5CCOCC5)cc4)c(N)c3cc2c1
    28% | .

# Each structure is followed by: Lipid storage S3 | Lipid storage S3 cell count max
Cc1ccc(NC(=O)c2ccc3snnc3c2)cc1C
    ? | .
CCOC(=O)Cc1csc2nc3sc(C)c(C)c3c(=O)n12
    ? | .
COC(=O)CN(c1ccccc1[N+](=O)[O-])S(=O)(=O)c1ccccc1
    ? | .
Cc1ccc(NC(=O)CN(C)C(=O)COC(=O)CNS(=O)(=O)c2ccc(F)c(F)c2F)cc1
    26% | .
Cc1ccc(-n2ncc(C(=O)NC3CC3)c2C2CCN(C(=O)OC(C)(C)C)CC2)c(C)c1
    ? | .
CCOc1cccc(C(=O)N(Cc2ccco2)C2CCS(=O)(=O)C2)c1 (stereo not given)
    0% | 2
COCCc1ncc(CN2CCCCC2C(=O)Nc2ccc(Oc3ccccc3)nc2)cn1 (stereo not given)
    ? | .
O=C(Nc1cccc2c1[nH]c1ccccc12)C(F)(F)F
    1% | -6
CCCNS(=O)(=O)c1ccc(OCC(=O)NCCCOC)cc1
    13% | 17
O=C(NCCc1ccccc1)C1CCC(CNS(=O)(=O)c2cccc3cccnc23)CC1 (stereo not given)
    ? | .

# Each structure is followed by: Lipid storage S3 | Lipid storage S3 cell count max
Cc1ccc2nc(SC(C)C(=O)NCc3ccc4c(c3)OCO4)[nH]c2c1 (stereo not given)
    2% | -2
Cc1cccc(NC(=O)C2SC(=Nc3c(C)cccc3C)C(C(=O)N3CCOCC3)=C2N)c1 (stereo not given)
    -5% | -13
COc1ccc(CCN(C)CC(=O)Nc2ccc(F)c(Cl)c2)cc1OC
    i | 4
CC(=O)Oc1cccc(C(=O)Nc2ccccc2C(=O)N2CCCC2)c1
    ? | .
CC(C)Cn1nc(NS(=O)(=O)c2ccccc2)c2cc3ccccc3nc21
    21% | 1
CC(C)c1onc(C(=O)N2CCN(Cc3ccccc3)CC2)c1[N+](=O)[O-]
    ? | .
COc1ccc(OC)c(CCNC(=O)Cn2nc(C)c3c(C)n(-c4ccc(C)cc4)nc3c2=O)c1
    ? | .
CSc1ccccc1OCc1cc(C(=O)NC(C)Cn2cncn2)no1 (stereo not given)
    13% | 0
N#C/C(=C\c1ccccc1[N+](=O)[O-])C(=O)NC1CCCCC1
    -20% | .
COc1ccc(NCc2nnc(SCC(=O)NCc3ccccc3)n2-c2ccccc2OC)cc1
    3% | 2

# Each structure is followed by: Lipid storage S3 | Lipid storage S3 cell count max
COc1cccc(-c2nc3ccc(C(=O)NC(C)Cc4cccnc4)cc3o2)c1 (stereo not given)
    i | 15
Cc1cc(N2CCC(C)CC2)nc(-c2ccccc2O)n1
    6% | 8
Fc1ccc(C2CCNCC2COc2ccc3c(c2)OCO3)cc1 (stereo not given)
    -29% | 3
CSCCC(NC(=O)c1ccc(C)o1)C(=O)O (stereo not given)
    ? | .
CS(=O)(=O)N(Cc1ccc(Cl)cc1)c1ccc(C(=O)NCC2CCCO2)cc1 (stereo not given)
    -7% | .
COc1ccc2c(c1)C1=NN(/C(C)=C/C(C)=O)C(c3ccc(F)cc3)C1CC2 (stereo not given)
    ? | .
Cc1ccc(C(=O)c2no[n+]([O-])c2C(=O)c2ccc(C)cc2)cc1
    ? | .
O=C(C1CCCN(S(=O)(=O)c2cccnc2)C1)N1CCN(c2ccccn2)CC1 (stereo not given)
    ? | .
Cc1c(C(=O)Nc2ccc(S(=O)(=O)NCC3CCCO3)cc2)cccc1[N+](=O)[O-] (stereo not given)
    -2% | 14
O=S(=O)(NCc1ccccn1)c1ccc(Cl)c(C(F)(F)F)c1
    ? | .

# Each structure is followed by: Lipid storage S3 | Lipid storage S3 cell count max
CC(=O)Nc1ccc(NC(=O)C(C)O/N=C/c2cccc([N+](=O)[O-])c2)cc1 (stereo not given)
    i | 25
O=S(=O)(c1ccc2c(c1)nc(COc1ccc(Cl)cc1)n2CC1CCCO1)N1CCOCC1 (stereo not given)
    ? | .
CCOC(=O)CN1C(=O)CCSc2ccc(Cl)cc21
    -30% | 2
COc1ccc(CCNC(=O)c2ccc(OCc3c(C)noc3C)cc2)cc1OC
    ? | .
COC(=O)c1c(C)oc(C)c1S(=O)(=O)NCc1ccc(Cl)cc1Cl
    ? | .
Cc1cc(C)n(CCCNC(=O)C2CCC(=O)N(CCc3ccc(Cl)cc3)C2)n1 (stereo not given)
    i | 10
O=C(c1ccco1)N1CCN(C(=O)C2CCN(S(=O)(=O)c3cnc[nH]3)CC2)CC1
    ? | .
COc1cccc(OCc2cc(C(=O)N(C)Cc3nccn3C)no2)c1
    ? | .
c1ccc(C2CCC3(CC2)Oc2ccccc2C2CC(c4cccnc4)=NN23)cc1 (stereo not given)
    ? | .
O=C(COC(=O)/C=C/c1cccc(C(F)(F)F)c1)NCCN1C(=O)CSC1=O
    ? | .

# Each structure is followed by: Lipid storage S3 | Lipid storage S3 cell count max
O=C(NCc1ccc(Cl)cc1)NCc1ccc(Cl)cc1
    ? | .
COc1ccc(NC(=O)Nc2cc(C)ccc2F)cc1
    ? | .
O=C(O)/C=C/C(=O)Nc1ccc(OC(F)(F)Cl)cc1
    ? | .
Cc1ccc(NC(=O)c2nc(C)n(-c3ccc([N+](=O)[O-])cc3)n2)cc1
    i | .
COc1ccc(-n2c(Cc3cccn3C)nnc2SCC(=O)NCc2ccccc2Cl)cc1
    -16% | -1
CCOc1ccccc1C(=O)NCCCN1CCN(CCCNC(=O)c2ccccc2OCC)CC1
    ? | .
COc1ccc(CCNC(=O)CSc2ccc(-c3ccco3)nn2)cc1
    ? | .
CCc1ccc(OCCOCC(O)CNC2CCCC2)cc1 (stereo not given)
    21% | 4
Cc1ccc(Cl)cc1N1CCN(C(=O)CCC(=O)O)CC1
    9% | 12
CCN(CC)C(=O)CS(=O)CC(=O)Nc1cc(OCCOC)c(Cl)cc1Cl (stereo not given)
    6% | 8

# Part of the list above, set out differently:
compound,Lipid storage S3,Lipid storage S3 cell count max
Cc1ccc(NC(=O)c2nc(C)n(-c3ccc([N+](=O)[O-])cc3)n2)cc1,i,.
Cc1ccc(Cl)cc1N1CCN(C(=O)CCC(=O)O)CC1,9%,12
CCc1ccc(OCCOCC(O)CNC2CCCC2)cc1 (stereo not given),21%,4
O=C(NCc1ccc(Cl)cc1)NCc1ccc(Cl)cc1,?,.
O=C(O)/C=C/C(=O)Nc1ccc(OC(F)(F)Cl)cc1,?,.

# Following part.
# Each structure is followed by: Lipid storage S3 | Lipid storage S3 cell count max
Cc1cc(/C=C2\C(=N)N3N=C(C(C)C)SC3=NC2=O)c(C)n1-c1ccccc1
    -18% | -20
Cc1cc(C)nc(/N=C(\N)N2CCc3ccccc32)n1
    -28% | 0
Cc1onc(-c2ccccc2)c1C(=O)NCCN1CCOCC1
    ? | .
CC(=O)Nc1ccc(OC(F)(F)C(F)F)c(NC(C)=O)c1
    ? | .
CCN1CCN(Cc2ccc(NC(=O)c3cc(NC(=O)c4ccc5n[nH]nc5c4)cc(OC)c3)cc2C(F)(F)F)CC1
    7% | .
O=C(O)c1cc(-c2ccccc2)n(-c2ccc(F)cc2)n1
    -5% | -13
Cn1c(/C=C/c2ccc(Br)cc2)c([N+](=O)[O-])c(=O)n(C)c1=O
    2.9µM* | -1.8*
CCOC(=O)c1sc(NC(=O)CCc2ccc(OC)cc2)nc1C
    ? | .
Cc1cnc(C(=O)Nc2nnc(SCc3c(Cl)cccc3Cl)s2)cn1
    25% | 9
CNS(=O)(=O)c1cccc(C(=O)OCC(=O)NCCCc2ccccc2)c1
    ? | .
OCCN1CCN(CC(O)COC(c2ccc(F)cc2)c2ccc(F)cc2)CC1 (stereo not given)
    i | 20
CCOCc1nnc(NC(=O)c2cc(OC)cc(OC)c2)s1
    ? | .
N#Cc1c(N)nc2c(c1-c1cccs1)CCCC2
    20% | 1

# Screening data: PubChem, National Center for Advancing Translational Sciences (NCATS)

# The list is partial. The share of hits here may be higher or lower than overall.
